Source: PubChem
IkB signaling – suppresses IkB signaling in ABC-DLBCL reporter cells | AID 445 | ABC-DLBCL IkBa-CBG/CBR dual luciferase ratio, 4 h; response scale: scaled: untreated 0%, proteasome inhibitor 100% | actives 0.04% (n = 110,000) | Potency, µM (series often up to 57.1 µM), inactives show at the highest dose IkBa stabilization activation; active means well fitted curve in the direction sought with a large enough effect in the signal ratio, not every such curve was filed as active; inconclusive means small, poorly fitted or top-dose-only effect, or a change in a side signal; the % refers to the signal ratio;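 further: the direction sought is a rising ratio; 0% = basal untreated cells and 100% = reference inhibitor full response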
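In this assay, an IκBα–CBG68 fusion accumulates when IKK-driven degradation is blocked; native CBR normalizes for cell number. OCI-Ly3 cells were treated 4 h with compound and doxycycline, then green and red light read after Chroma-Glo addition.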
p53ts 32C kill – kills p53ts cells at the permissive temperature; H1299-p53A138V at 32C, ATP luminescence viability, 24 h; Potency, µM (doses to about 46.1 µM), inactives show top-dose activity change, negative = cytotoxicity, most hits filed as cytotoxic; actives 0.93% (n = 130,000); AID 924;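 further: 0% = DMSO and -100% = full killing by reference compound; nearly all actives have a fitted effect of over 55% in size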
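Cells: H1299 p53ts (A138V), 600/well, pre-incubated 16–30 h at 37C. Cpd up to 46 uM, 24 h, 32C. Readout: ATPlite luminescence, 20 min RT. Normalization: DMSO vs tamoxifen 100 uM. AC50 by Hill equation.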
Peg3 imprint – induces erasure of genomic imprints in mouse ES cells; mouse ES Peg3-LacZ reporter, beta-gal luminescence, 40 h; Potency, µM (highest dose often 60.7 µM), inactives show top-dose activity change, positive = activation, hits mostly activators; actives 0.02% (n = 110,000); AID 1948;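 further: 0% = negative control wells on the plate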
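Readout: BetaGlo luminescence (5 min, room temp) for LacZ from the normally silent maternal Peg3 allele in female Peg3LacZ-Neo ES cells. Cells 300/well, 40 h, 37C, 5% CO2. Data normalized per plate to negative controls.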
p53ts 39C kill – p53ts cell cytotoxicity, nonpermissive temperature; H1299-p53A138V viability at 39C, ATP luminescence, 24 h; Potency, µM (doses to about 46.1 µM), inactives show at the highest dose activity change, negative = cell killing, most hits filed as cytotoxic; actives 1.5% (n = 130,000); AID 902; further: nearly all actives have a fitted effect of over 55% in size
* = called active by the depositor; ? = inconclusive; nt = no result given; [ ] = dose if it differs, or a comment. Unless noted, the call rests on the fitted dose curve; in most records, active means well fitted curve in the direction sought with a large enough effect; inconclusive means small, poorly fitted or top-dose-only effect, or another doubt; inactive means no such curve, though single readings can be large; an effect the other way counts as inactive or inconclusive. Unless noted, on the % scale 0 is the no-effect control and ±100 the full control effect; potency means the concentration at half of the fitted maximal effect. Rows were taken by chance; about 1.7% have a hit in one of these screens.

SMILES	IkB signaling	p53ts 32C kill	Peg3 imprint	p53ts 39C kill
COc1ccc2c(c1)OC/C(=C/c1ccc(O)c(O)c1)C2=O	nt	-9.1%	-26.6%	3.4%
COc1ccccc1-c1nnc(SCC(=O)O)n1C	-1.4%	-11.7%	-0.4%	-1.9%
CC(=O)c1ccc(NC(=O)c2cn(C)c(=O)c3ccccc23)cc1	4.2%	-3.0%	-5.8%[10.9 µM]	4.8%
O=C(c1cccc(F)c1)N1CCC[C@@]2(CCN(c3ccccc3)C2)C1	2.4%[11.4 µM]	-8.3%	nt	-10.5%
CN(CC(=O)NCCC1=CCCCC1)S(=O)(=O)c1ccc2c(c1)c(=O)n(C)c(=O)n2C	-0.3%	-6.1%	-13.9%	2.8%
CCOc1ccccc1NC(=O)CSc1nnc(-c2ccccn2)n1Cc1ccco1	2.1%	-8.0%	-85.0%[inhibitor]	-9.2%
CS(=O)(=O)N(Cc1ccccc1)c1ccc(C(=O)NC2CCCCC2O)cc1 (configuration not stated)	?	4.2%	-7.8%	6.0%
Cc1ccccc1-n1c(C)nnc1SCC(=O)N1CC(=O)Nc2ccccc21	-0.3%	-4.9%	-2.6%	-7.9%
COc1ccccc1N1CCN(Cc2nc(N)nc(Nc3ccc(C)c(Cl)c3)n2)CC1	?	-16.1%	-23.1%	-14.6%
CCN(CC)S(=O)(=O)c1ccc2c(c1)N(CC(=O)NCC(C)c1ccccc1)C(=O)CO2 (configuration not stated)	?	13.4%	-6.6%[10.9 µM]	-9.1%
O=C(CCn1c(=O)c2sccc2n(CC(=O)OCc2ccccc2)c1=O)NCc1ccco1	?	10.7%	?	-2.0%
O=C(O)C1CCN(C(=O)c2scc3c2OCCO3)CC1	-2.2%	-8.8%	1.4%	-3.6%
CCCCOc1ccc(C2c3c(oc4ccc(C)cc4c3=O)C(=O)N2CCCN(C)C)cc1OCC (configuration not stated)	0.4%	-6.6%	7.7%[10.9 µM]	10.2%
COc1ccc(CNC(=O)c2cc3c(=O)n4ccccc4nc3n(Cc3ccco3)c2=N)cc1	?	-20.2%	-34.8%[inhibitor]	65.8%[activator]
c1nc(N2CCC3(CC2)OCCO3)c2c3c(sc2n1)CCCC3	?	2.2%	-8.2%	9.8%

The last 4 compounds of the section above are carried over, then new ones follow.
SMILES	IkB signaling	p53ts 32C kill	Peg3 imprint	p53ts 39C kill
O=C(O)C1CCN(C(=O)c2scc3c2OCCO3)CC1	-2.2%	-8.8%	1.4%	-3.6%
CCCCOc1ccc(C2c3c(oc4ccc(C)cc4c3=O)C(=O)N2CCCN(C)C)cc1OCC (configuration not stated)	0.4%	-6.6%	7.7%[10.9 µM]	10.2%
COc1ccc(CNC(=O)c2cc3c(=O)n4ccccc4nc3n(Cc3ccco3)c2=N)cc1	?	-20.2%	-34.8%[inhibitor]	65.8%[activator]
c1nc(N2CCC3(CC2)OCCO3)c2c3c(sc2n1)CCCC3	?	2.2%	-8.2%	9.8%
COc1nc(Oc2ccc(=O)n(-c3ccccc3)n2)nc(N(C)C)n1	-1.6%	-3.7%	-12.4%[10.9 µM]	3.3%
C/C(NCC(C)(C)CN(C)C)=C(/C#N)C(=O)NCc1ccccc1	0.5%	-3.3%	-16.3%	0.5%
CCn1cc(C(=O)N2CCN(c3cc(C)ccc3C)CC2)c(=O)c2cc(S(=O)(=O)N3CCOCC3)ccc21	-2.1%	-1.7%	-2.8%[10.9 µM]	3.3%
COc1ccc(Nc2c(-c3ccsc3)nc3nc(C)cc(C)n23)cc1	-2.8%	7.2%	8.9%[10.9 µM]	9.6%
O=C(N1CCOCC1)N1CCC(n2nnc3cc(F)ccc32)CC1	0.0%	-1.3%	9.1%	3.1%
Cc1cccc(NC(=O)Cn2cc(S(=O)(=O)c3ccc(F)cc3)c(=O)c3cc4c(cc32)OCO4)c1	?	12.4%	9.9%[10.9 µM]	-14.4%
Cn1c(=O)c2c(nc(OCC3COC(C)(C)O3)n2Cc2ccccc2F)n(C)c1=O (configuration not stated)	-2.1%	-15.1%	-8.1%	8.2%
CC(C)c1ccccc1NC(=O)c1cccnc1	-0.3%	7.4%	5.4%	-3.5%
Cc1cccc(OCCn2c(=O)sc3ccccc32)c1	nt	-12.1%	nt	0.8%
Cc1ccc(Sc2oc(/C=N/n3cnnc3)cc2Br)cc1	2.1%	1.1%	-24.4%	-0.2%
c1ccc(-c2ccc(CN3C[C@@H]4C(c5ccccc5)C5(c6cccnc6)CC4(C5)[C@H]3c3ccccc3)cc2)cc1 (some centres not stated)	nt	1.6%	-22.9%	1.0%
Cc1ccc(CN2CCCn3nc(C(=O)NCc4cc(C)ccc4C)cc3C2=O)cc1	?	5.6%	3.7%[10.9 µM]	-14.4%
CCC(Sc1nc(=O)cc(N)n1-c1cccc(C)c1)C(=O)Nc1cc(C)on1 (configuration not stated)	-3.0%	5.0%	-15.5%	5.1%
Cc1ccc(CCNc2ncnc3onc(-c4ccc(Cl)cc4)c23)cc1	?	-4.9%	-12.9%[10.9 µM]	-22.6%
CN1CCN(C(=O)N2CCNC2=O)CC1	0.5%	1.5%	nt	2.7%
CCOC(=O)c1c(C)[nH]c(CCC(=O)NCc2ccc(OC)cc2OC)c1C	-1.2%	8.8%	-7.7%[10.9 µM]	8.8%
CCOC(=O)C1=C(C)NC(=O)NC1c1cn(-c2ccccc2)nc1-c1ccc(OCC)cc1 (configuration not stated)	?	-11.3%	-11.7%[10.9 µM]	?
COc1ccc(-c2csc(NC(=O)Cn3nc(C)cc3C)n2)cc1	0.5%	2.0%	-10.6%	-19.3%
CCCCc1nn2c(=O)cc(COC(=O)c3ccccc3NC(=O)c3ccccc3OC)nc2s1	0.1%	-0.9%	-9.2%[10.9 µM]	-5.4%
CCOC(=O)N1CCN(C(=O)CCSCCc2ccncc2)CC1	1.3%	4.1%	-15.3%	-11.6%
CCC(C)NC(=O)Cn1ccc2cc(S(=O)(=O)N3CCCCC3)ccc21 (configuration not stated)	-1.6%	4.2%	-10.8%[10.9 µM]	5.1%
COc1ccc2c(c1)CCc1c(C(=O)Nc3ccn(Cc4ccc(C)cc4)n3)noc1-2	5.1%	-5.3%	-3.2%	-17.0%
CC1CCCCN1c1nnc(NC(=O)Nc2ccccc2F)s1 (configuration not stated)	?	2.4%	-16.9%[10.9 µM]	?
CCN(CC)S(=O)(=O)c1ccc(NC(=O)COc2c(OC)cccc2OC)cc1	2.5%	-2.6%	-14.1%	-15.7%
Cc1ccc(C)c(N2CCN(S(=O)(=O)c3ccc4[nH]c(=O)c(=O)[nH]c4c3)CC2)c1	0.2%	21.2%	-9.0%	-1.3%
c1ccc2[nH]c(-c3nc4ccccc4[nH]3)nc2c1	?	?	-99.7%[inhibitor]	?
CCCCN1C(=O)c2ccc(C(=O)NC3=NCCS3)cc2C1=O	-0.4%	-5.1%	0.9%	3.9%
Cc1cc(C)n(C(=O)c2ccc(Cn3nc(C)c(Br)c3C)o2)n1	nt	-7.8%	nt	-8.3%
COC(=O)C1C(=O)CC(C)(O)C(C(=O)OC)C1/C=C/c1ccccc1 (configuration not stated)	nt	2.8%	nt	-5.0%
O=C(COc1ccc(Cl)cc1Cl)NCCCn1ccnc1	2.4%	2.2%	-16.6%	1.4%
Cc1ccc(CCNC(=O)C2CCCN(S(=O)(=O)c3c(C)noc3/C=C/N(C)C)C2)cc1 (configuration not stated)	-0.1%	2.3%	-6.4%	-0.6%
O=C1CCC(=O)N1CC(=O)N1c2ccccc2Sc2ccccc21	-0.1%	-0.5%	-11.9%	9.6%
CCOC(=O)c1ccc(NC(=O)c2c(NCc3cc(OC)ccc3OC)sc3c2CCC3)cc1	?	-2.8%	-11.2%[10.9 µM]	-2.4%
COc1cccc(/C=N/n2c(SC)nnc2-c2ccccc2)c1O	1.2%	5.2%	-20.8%	18.9%
Cc1cc(C)c(S(=O)(=O)Nc2cc(Cl)c3oc4c(c3c2)C(=O)CCC4)cc1C	2.5%	3.3%	-6.4%[10.9 µM]	-4.6%
CN(C)CCNC(=O)c1ccc2c(c1)N(Cc1c(F)cccc1Cl)C(=O)c1ccccc1S2	?	-3.0%	-13.3%[10.9 µM]	?
COC(=O)c1ccc(N2C(=O)CC(N(C)CCc3ccc(OC)c(OC)c3)C2=O)cc1 (configuration not stated)	-2.1%	-8.0%	-4.5%	6.4%
O=C(Nc1ccccc1-c1ccccc1)C1CCCN(c2ncccn2)C1 (configuration not stated)	0.5%	3.4%	7.6%	13.6%
CCc1nnc(NC(=O)C2CCN(S(=O)(=O)Cc3ccccc3)CC2)s1	-0.4%	9.8%	-7.4%	1.9%
Cc1ccc(N(CC(=O)Nc2cc(C)ccc2C)S(=O)(=O)c2c(C)noc2C)cc1	?	3.4%	-6.9%[10.9 µM]	-8.0%
CCCc1nc2sc3c(N4CCCCC4)ncnc3c2c2c1CCCC2	-1.0%	5.3%	-6.3%[10.9 µM]	0.9%
Cc1cccc2cc(COC(=O)C(C)(C)C)c(=O)[nH]c12	0.5%	0.0%	-6.3%	-5.2%
O=C(Nc1ccon1)c1sc2ccccc2c1Cl	2.8%	-19.4%	-26.1%	-12.3%
Cc1ccc(S(=O)(=O)c2cn(Cc3ccccc3F)c3cc4c(cc3c2=O)OCO4)cc1	0.0%	-4.2%	-4.9%[10.9 µM]	-9.1%
COc1ccccc1N1CCN(C(CNC(=O)c2ccc3c(c2)OCO3)c2cccnc2)CC1 (configuration not stated)	0.8%	-4.3%	-9.2%	-7.3%
CCCOC(=O)C1C2C=C[C@]3(CN(CCc4ccccc4)C(=O)[C@H]13)O2 (some centres not stated)	-4.1%	-5.3%	-5.6%	-3.7%
COc1ccc(OCC(=O)Nc2ccc3c(c2)nc2n3CCSC2)cc1	-0.4%	-3.9%	3.6%	-12.3%
COCCn1c(-c2ccccc2)c(C)n2c3c(=O)n(C)c(=O)n(C)c3nc12	-1.6%	-1.2%	3.9%[10.9 µM]	13.5%
O=C(c1ccccc1)c1nc[nH]c1C(=O)Nc1ccccc1	?	5.3%	-7.0%	-8.4%
COc1ccc(N2CCN(C(=O)CN(C)S(=O)(=O)c3cccs3)CC2)cc1	-1.7%	-6.7%	-1.9%[10.9 µM]	0.4%
COc1cccc(CNc2cnc3ccccc3c2)c1O	nt	-7.7%	nt	-13.6%
CCCn1nc(NC(=O)c2ccco2)c2cc3ccc(C)cc3nc21	-1.1%	-1.2%	-9.3%	-14.9%
Cc1cccn2c(=O)c(C(=O)NCCCN3CCCCC3C)c(O)nc12 (configuration not stated)	0.1%	-0.3%	-4.7%[10.9 µM]	3.4%
COc1ccccc1NC(=O)CSc1nnc(Cc2cccn2C)n1CCc1ccccc1	0.3%	-4.9%	-11.5%	-15.4%
NC(=O)SC/C(=N\S(=O)(=O)c1ccccc1)Nc1ccccc1	1.6%	4.1%	-4.2%	-7.7%
O=C(CN1C(=O)C2C3C=CC(C3)C2C1=O)Nc1cccc2c1CCCC2 (configuration not stated)	2.6%	14.6%	-7.9%	2.0%
CCOC(=O)C1C(c2cccs2)NC(=O)NC1(O)C(F)(F)F (configuration not stated)	0.3%	-3.5%	-3.6%	7.3%
CCOC(=O)CC(NC(=O)c1cc2cc(Cl)ccc2oc1=O)c1ccc(C)cc1 (configuration not stated)	3.1%	-2.1%	-5.7%[10.9 µM]	20.1%
CC(C)OC(=O)c1nnn(-c2nonc2N)c1CN1CCc2ccccc2C1	3.2%	-4.4%	-4.7%	-1.8%
COc1cc(OC)cc(C(=O)NCCc2csc(-c3ccc(C(F)(F)F)cc3)n2)c1	6.5%	3.4%	-5.9%[10.9 µM]	-27.5%

The listing continues:
SMILES	IkB signaling	p53ts 32C kill	Peg3 imprint	p53ts 39C kill
COc1ccc(-c2nc3cnc(Nc4cccc(OC)c4)nc3n(CCC#N)c2=O)cc1	-1.2%[11.4 µM]	-2.9%	nt	-5.2%
CN1/C(=C/C(=O)C2CCC2)Sc2ccccc21	1.6%	?	-51.5%[inhibitor]	?
COC(=O)c1sccc1NC(=O)c1cc(OC)cc(OC)c1	nt	-15.0%	nt	3.9%
CC(=O)Cn1c(C(F)(F)F)nc2ccccc21	0.4%	16.0%	-6.1%	11.7%
N#CC1=C(N)C2=C(N3CCCCC3)CCCC2C1(C#N)C#N (configuration not stated)	0.6%	-6.4%	-16.8%	-0.9%
COC(=O)C1=C(C)NC(C)=C(C(=O)OC)C1C1CC=CCC1 (configuration not stated)	nt	21.0%	nt	10.5%
